Assay outcomes deposited in PubChem by National Center for Advancing Translational Sciences (NCATS).
aSyn yeast inh = rescues yeast growth from alpha-synuclein toxicity; Yeast expressing alpha-synuclein, growth rescue, BacTiter-Glo, 24 h; Potency, µM (titrated, usually from 46.1 µM), for inactives: top-dose growth rescue (activation), hits mostly activators; hit rate 0.14% among 370,000; AID 652106; further: potency means the concentration at half of the fitted maximal effect; % of control where 0% means no effect; nearly all actives have a fitted effect of over 65% in size
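Screening used galactose-induced yeast with toxic alpha-synuclein levels, exposed to compound for 24 hr at 30 deg C. Cell growth, read with BacTiter-Glo luminescence, gave the measured signal.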
PI5P4K alpha inh = blocks human PI5P4K alpha kinase activity. P48426. PI5P4Kalpha enzyme, ADP-Glo luminescence, 60 min; hits give low values. max response, %. hit rate 1.2% among 330,000. AID 652105; active means max response of -50% or lower; inconclusive means between -30% and -50%; inactive means -30% or higher; further: value at the top dose of about 77 µM; on the % scale 0 is the no-effect control and ±100 the full control effect
Target sequence (P48426 whole entry, looked up): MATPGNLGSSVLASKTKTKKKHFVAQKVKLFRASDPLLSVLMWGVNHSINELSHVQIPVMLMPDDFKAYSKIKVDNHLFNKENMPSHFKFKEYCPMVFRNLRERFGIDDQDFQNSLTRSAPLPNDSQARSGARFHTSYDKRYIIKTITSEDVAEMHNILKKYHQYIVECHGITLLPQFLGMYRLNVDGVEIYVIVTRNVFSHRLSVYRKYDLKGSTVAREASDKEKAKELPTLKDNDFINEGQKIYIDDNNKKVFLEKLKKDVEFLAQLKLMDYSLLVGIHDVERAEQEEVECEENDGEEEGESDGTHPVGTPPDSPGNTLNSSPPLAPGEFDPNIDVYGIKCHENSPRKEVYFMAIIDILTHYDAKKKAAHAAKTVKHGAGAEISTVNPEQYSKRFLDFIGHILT
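Controls without substrate or without enzyme flank wells where PI5P4Kalpha converts substrate using 5 microM ATP (final). Incubation lasts 60 minutes at room temperature; ADP formed is read by ADP-Glo luminescence.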
Abeta rescue = A-beta toxicity reversal in yeast. yeast expressing A-beta42, growth rescue, OD600, 48 h; response scale: 0% DMSO, 100% iron-clioquinol control. Potency, µM (titrated, usually from 46.1 µM), inactives show at the top dose growth rescue, usual class: activators. hit rate 0.063% among 410,000. AID 1347071; further: potency means the concentration at half of the fitted maximal effect; nearly all actives have a fitted effect of over 55% in size
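Yeast A-beta toxicity model in growth medium with pinned compounds, 48 h at 30 C; growth read as absorbance at 600 nm. Normalized to FeCl3/clioquinol equimolar mix (positive) and DMSO (negative).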
WRN inhibitor = blocks human WRN helicase; Q14191; WRN helicase unwinding, fluorescent forked duplex, kinetic; Potency, µM (doses to about 114 µM), without a hit: at the top dose activity change, negative = inhibition, usual class: inhibitors; hit rate 0.46% among 360,000; AID 651768; further: potency means the concentration at half of the fitted maximal effect; on the % scale 0 is the no-effect control and ±100 the full control effect; nearly all actives have a fitted effect of over 55% in size
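Screening of the MLSMR collection measured strand separation of a quenched forked DNA duplex (100 nM) by 20 nM WRN with 2 mM ATP, all final. Compounds were preincubated with enzyme 15 min at room temperature.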
IL2 activator = activates IL-2 in a cell-based reporter assay; IL-2 activation reporter assay, cell-based qHTS; stimulated with anti-CD3/CD4/CD28 beads; in transgenic mouse T cells; activation, % (series mostly up to about 46 µM); hit rate 0.065% among 360,000; in the data active means activation above about 50%; inconclusive means mostly about 30% to 49%; further: 0% is about no effect
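Readout is EGFP and DsRed signal by fluorescent plate cytometry after 18 h at 37 degrees C. Transgenic mouse T cells (750/well) received compound for 60 min before bead stimulation (anti-CD3, anti-CD4, anti-CD28); memory T cells served as non-tolerant control.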
FUS yeast rescue = suppressors of FUS proteinopathy in yeast | hit rate 0.24% among 390,000 | Potency, µM (doses to about 76.6 µM), inactives show at the top dose growth rescue (activation), actives largely listed as activators | S. cerevisiae FUS-expressing, growth rescue, OD600, 24 h;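 further: potency means the concentration at half of the fitted maximal effect; plate controls were DMSO vehicle for no effect and reference control for full effect; nearly all actives have a fitted effect of over 55% in size; some results filed as inactive show a strong effect at the top dose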
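Cultures pregrown in 2.5% raffinose medium are shifted to minimal medium containing 2% galactose to express toxic FUS. Compounds are tested at several concentrations. After 24hr at 30C, growth is quantified at 600 nm absorbance.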
EPAC1 antagonist = blocks human EPAC1 exchange factor | O95398 | EPAC1 GEF assay, Rap1b-BODIPY-GDP exchange fluorescence | Potency, µM (titrated, usually from 115 µM), for inactives: at the top dose activity change, negative = inhibition, usual class: inhibitors | hit rate 0.14% among 360,000 | AID 720709;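 further: potency means the concentration at half of the fitted maximal effect; plate controls were vehicle for no effect and positive control for full effect; nearly all actives have a fitted effect of over 50% in size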
PLK1 PBD block = PLK1 (human) polo-box domain binding inhibition; P53350; Plk1 PBD binding of FITC phosphopeptide, fluorescence polarization; Potency, µM, inactives show max response, negative = inhibition, hits mostly inhibitors; hit rate 2.8% among 360,000; AID 720504; further: potency means the concentration at half of the fitted maximal effect; series mostly up to about 57 µM; on the % scale 0 is the no-effect control and ±100 the full control effect; nearly all actives have a fitted effect of over 65% in size
Target sequence (P53350 whole entry, looked up, the tested form may be a part): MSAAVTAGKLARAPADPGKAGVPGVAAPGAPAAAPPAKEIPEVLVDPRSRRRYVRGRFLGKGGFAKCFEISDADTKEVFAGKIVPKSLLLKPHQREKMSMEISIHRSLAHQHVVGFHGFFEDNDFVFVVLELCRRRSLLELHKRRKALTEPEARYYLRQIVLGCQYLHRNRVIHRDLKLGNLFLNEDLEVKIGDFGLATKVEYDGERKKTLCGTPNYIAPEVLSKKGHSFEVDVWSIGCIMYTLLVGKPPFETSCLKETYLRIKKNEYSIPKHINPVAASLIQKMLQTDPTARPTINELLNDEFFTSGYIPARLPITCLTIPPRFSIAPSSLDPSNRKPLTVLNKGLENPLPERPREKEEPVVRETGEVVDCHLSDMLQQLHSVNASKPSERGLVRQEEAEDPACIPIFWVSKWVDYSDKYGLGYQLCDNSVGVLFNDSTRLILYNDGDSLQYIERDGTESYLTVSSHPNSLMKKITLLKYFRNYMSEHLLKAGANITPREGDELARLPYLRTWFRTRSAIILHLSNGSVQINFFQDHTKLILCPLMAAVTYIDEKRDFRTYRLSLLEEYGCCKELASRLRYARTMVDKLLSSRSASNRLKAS
EPAC1 agonist = EPAC1 (human) agonism; EPAC1 agonist qHTS, biochemical assay; response scale: 100% = response to 6.5 mM cAMP; Potency, µM (highest dose often 154 µM), for inactives: top-dose activation, hits mostly activators; hit rate 0.073% among 360,000; further: potency means the concentration at half of the fitted maximal effect; nearly all actives have a fitted effect of over 60% in size
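Compounds were pinned as a concentration titration into mixtures of EPAC1 (100 nM), BODIPY-GDP-loaded Rap1B (250 nM) and GDP (50 uM). After 5 min at room temperature, fluorescence was followed for 30 min; activity was scaled to 6.5 mM cAMP.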
Numbers without * were called inactive; ? = inconclusive; . = not tested or not shown; & = joins results of further samples; [ ] = dose if it differs, or a comment. Unless noted, the call rests on the fitted dose curve; in most records, active means well fitted curve in the direction sought with a large enough effect; inconclusive means small, poorly fitted or top-dose-only effect, or another doubt; inactive means no such curve, though single readings can be large; an effect the other way counts as inactive or inconclusive.

Values in the order – aSyn yeast inh	PI5P4K alpha inh	Abeta rescue	WRN inhibitor	IL2 activator	FUS yeast rescue	EPAC1 antagonist	PLK1 PBD block	EPAC1 agonist
N#CC(=NCc1cccnc1)C1=C(O)c2ccccc2C1=O
    9%	-3	-5%	3%	-0.2	20%	3%	0%	1%
Cc1cccc(C)c1-n1nnnc1C(c1ccnc2ccccc12)N1CCCC1 (stereo not drawn)
    6%	5	-4%	-4%	0.2	-10%	6%	-14%	-10%
CCOC(=O)C1(C)CCCN(C(=O)c2cccnc2)C1 (stereo not drawn)
    -3%	3	-22%	5%[57.1 µM]	1.7	-20%	-5%	-12%	0%
CSc1nnc(NC(=O)c2ccco2)s1
    -10%	2	2%	3%	0.2	10%	-10%	-1%	6%
CCCOC(=O)C1=C(C)NC2=C(C(=O)CC(C)(C)C2)C1c1ccc(N(C)C)cc1 (stereo not drawn)
    -2%	4	-8%	-28%	-0.2	23%	-2%	-11%	1%
COc1cccc(CN(C)C(=O)[C@@H](NC(=O)c2ccc(C)cc2)C(C)C)c1
    14%	1	-1%	-2%	0.2	34%	-7%	-7%	-8%
N#CCCN(C(=O)COC(=O)CCc1ccccc1)c1ccccc1
    1%	4	-1%	9%	-1.0	6%	?	-2%	-11%
Cc1ccccc1NC(=O)NC1CCCCCCC1
    25%	9	0%	11%	-1.8	13%	-21%	-13%	-1%
CC1(C)CC(=O)C2=C(C1)N(CC1CCCO1)C(=O)C2(NC(=O)c1cccnc1)C(F)(F)F (stereo not drawn)
    0%	.	2%	10%	-0.3	20%	7%	-3%	-3%
COC(=O)C(Sc1nc(C)cc(C)c1C#N)c1ccccc1 (stereo not drawn)
    -9%	.	8%	-14%	-1.0	6%	-15%	-6%	21%
CC1(C)CC2CC(C)(CN2C(=O)COC(=O)c2ccc(O)cc2O)C1 (stereo not drawn)
    -11%	-1	10µM*	-10%	-0.3	12%	-1%	-7%	13%
CC(=O)Nc1ccc(S(=O)(=O)NC2(C(F)(F)F)NC(=O)N(c3ccccc3F)C2=O)cc1 (stereo not drawn)
    3%	0	-1%&5%	3%	0.9	12%&10%	-16%	0%	1%
COc1ccc(C2C(=O)N(C3CCCCC3)CC(=O)N2CC2COc3ccccc3O2)cc1 (stereo not drawn)
    2%	.	-10%	1%	2.0	-5%	10%	-4%	6%
CC(=O)NC(Cc1c[nH]c2ccccc12)C(=O)OCC(=O)N1CCN(S(=O)(=O)c2ccc(Cl)cc2)CC1 (stereo not drawn)
    -5%	2	-9%	-3%	0.6	?	-15%	-5%	7%
COc1cccc(C(=O)COC(=O)C(C)N2C(=O)C3C4C=CC(C4)C3C2=O)c1 (stereo not drawn)
    6%	0	8%	-2%	1.0	-5%	-4%	2%	5%
Cc1cccc(Nc2cc(C)c3c(O)cccc3n2)c1C
    -8%	-4	2%	1%	-3.2	3%	-10%	3%	2%
Cc1ccccc1C(=O)NC(=S)NC1CCSC1=O (stereo not drawn)
    0%	-6	15%	2%	0.9	-31%	-5%	-5%	3%
Cc1nc(C)c2c(=O)cc(-c3ccccc3)[nH]c2n1
    -13%	.	0%	10%	-3.4	4%	7%	-5%	4%
CCN1C(=O)/C(=C2/Sc3ccccc3N2CC)SC1=S
    -4%	4	-18%	2%	7.7	-9%	1%	-9%	-2%
O=C(COc1cccc(C(F)(F)F)c1)Nc1ccccc1N1CCCCC1
    -3%	18	6%	-4%	-0.8	2%	7%	-5%	9%
NS(=O)(=O)c1ccc(NC(=O)CSc2n[nH]c(=O)n2Cc2ccccc2)cc1
    -7%	1	8%	14%	-0.3	17%	-10%	-6%	-1%
CC(C)n1c(-c2ccc(N(C)C)cc2)nc2ccccc21
    -16%&-2%	9	3%	-4%	-0.5	-3%	9%	-3%	4%
CCCCn1c(=N)n(CC(O)COc2ccccc2)c2ccccc21 (stereo not drawn)
    8%	2	25%	-6%[57.1 µM]	-0.4	-10%	9%	-4%	11%
O=C(c1[nH]c(C(F)(F)F)nc1-c1ccccc1)N1CCOCC1
    -9%	0	-5%	-3%	0.6	-29%	3%	-4%	3%
CC1(C(=O)NS(=O)(=O)c2ccc(Br)cc2)CCN1C(=O)C1(c2ccccc2)CC1 (stereo not drawn)
    6%	-1	-8%	-1%	-0.4	-8%	-15%	3%	10%
COc1cc(-c2n[nH]c(=S)n2C(C)c2ccccc2)cc(OC)c1OC (stereo not drawn)
    0%	-6	-20%	-3%	0.5	1%	-1%	1%	4%
CCc1cc(-c2onc(C)c2-c2cscn2)c(O)cc1OC
    ?	-2	13%	-2%	0.6	15%	-3%	-10%	-1%
Cc1ccc(CN2CCN(C3CSCCSC3)CC2CCO)cc1 (stereo not drawn)
    1%	0	-2%	3%	-2.7	-12%	7%	-12%	1%
O=C1N(Cc2cccc(Cl)c2)C[C@@H]2C[C@@H](c3cccc4ncccc34)N3CCC[C@@]123
    6%	-5	-1%	5%	-3.4	9%	0%	2%	5%
Cc1ccc(S(=O)(=O)N2[C@H](CC(=O)c3ccc(Cl)c(Cl)c3)OC[C@@H]2C)cc1
    -3%	1	-4%	-7%	-0.1	23%	3%	-12%	-7%
COc1ccc2[nH]c(=O)c(CN(C(=O)C3CCCO3)c3ccc(C)c(C)c3)cc2c1 (stereo not drawn)
    0%	-7	?	-1%	-0.3	4%	9%	-3%	6%
CC1CCCC(C)N1C(=O)c1cccc2c1-c1ccccc1/C2=N/O (stereo not drawn)
    6%	6	-38%[inhibitor]	7%	-1.1	13%	8%	?	-2%
O=[N+]([O-])c1ccc(N2CCCCC2)nc1
    10%	1	-16%	3%	-1.3	-15%	14%	-11%	11%
CN(C)S(=O)(=O)c1cccc(NC(=O)c2ccc(N3CCCC3=O)cc2)c1
    -7%	-3	5%	-3%	0.4	-23%	10%	-2%	-11%
Cc1ccc(C)c(Cn2c(=O)n(-c3ccc(CC(=O)NCc4ccco4)cc3)c(=O)c3sccc32)c1
    10%	-1	5%	1%	-4.2	-3%	0%	2%	-27%
CC(C)=CCC/C(C)=C/CNC(=O)CC1C[C@H](C(=O)N(C(C)C)C(C)C)[C@@]2(C)c3[nH]c4ccccc4c3CCN2C1=O (stereo partly drawn)
    3%	5	18%	-1%	0.6	-17%	8%	-6%	-19%
N/C(=N\OC(=O)C1CCCCC1)c1ccc(Cl)cc1
    -8%	3	-6%	3%	-2.8	-15%	11%	-2%	-3%
Cc1ccc(NC(=O)CSc2ncn[nH]2)c([N+](=O)[O-])c1
    -14%	-2	-6%	-17%	-0.5	.	1%	-9%	4%
CC(=O)Nc1ccccc1OCCCN1CCC(C(O)(c2ccccc2)c2ccccc2)CC1
    -6%	-4	1%	6%	-0.3	-4%	22%	7%	-6%
Cc1cccc2c(C(=O)N3CCN(c4ccccn4)CC3)cc(-c3cccc(Br)c3)nc12
    12%	2	4%	1%	-3.6	?	12%	?	-6%

Among those listed so far, 2 have a furan ring, fused or not.
Values in the order – aSyn yeast inh	PI5P4K alpha inh	Abeta rescue	WRN inhibitor	IL2 activator	FUS yeast rescue	EPAC1 antagonist	PLK1 PBD block	EPAC1 agonist
CSc1nnc(NC(=O)c2ccco2)s1
    -10%	2	2%	3%	0.2	10%	-10%	-1%	6%
Cc1ccc(C)c(Cn2c(=O)n(-c3ccc(CC(=O)NCc4ccco4)cc3)c(=O)c3sccc32)c1
    10%	-1	5%	1%	-4.2	-3%	0%	2%	-27%

(cont.)
Values in the order – aSyn yeast inh	PI5P4K alpha inh	Abeta rescue	WRN inhibitor	IL2 activator	FUS yeast rescue	EPAC1 antagonist	PLK1 PBD block	EPAC1 agonist
Cc1ccc(SCCC(=O)N/N=C/c2ccncc2)cc1
    -1%	2	11%	-17%	-0.9	10%	-15%	-11%	-5%
Cc1ccc(C(C(=O)NCc2ccco2)N(CC2CCCO2)C(=O)Cn2nnc3ccccc32)cc1 (stereo not drawn)
    -3%	-4	12%	-32%[57.1 µM]	-1.6	19%	5%	-11%	4%
COc1ccccc1OCC(=O)NCCSCc1ccccc1Cl
    3%	-6	-25%	-31%	1.4	.	-5%	27µM*	-1%
CC(=O)NCC(=O)N1CCC(n2nccc2NC(=O)CCCc2ccccc2)CC1
    -1%	0	9%	4%	0.1	7%	2%	2%	-16%
CCOc1ccc(NC(=O)Nc2cc(C)ccc2F)cc1
    -15%	.	0%	-1%	-2.0	6%	-3%	2%	5%
CCCCC(O)(CCCC)C(=O)NNc1ccccc1
    11%	-1	13%	-22%	0.3	.	0%	-8%	-4%
CC(=O)Nc1ccc(NC(=O)COC(=O)c2ccco2)cc1
    2%	0	-3%	-5%	1.1	7%	4%	-21%	9%
CCOC(=O)C1=CN(c2cccc(F)c2)C=C(C(=O)OCC)C1c1cc(OC)c(O)c([N+](=O)[O-])c1
    -3%	.	-1%	-17%	-2.5	-6%	-15%	?	11%
COc1ccc(CNC(=O)COC(=O)c2cc3ccccc3cc2O)cc1OC
    0%	5	-10%	-11%	-5.4	.	9%	-3%	-6%
COc1ccc(N(C)S(=O)(=O)c2c(C)noc2C)c(OC)c1
    18%	0	-2%	-19%	-0.3	8%	-15%	-2%	4%
CS(=O)(=O)Nc1cccc(NC(=O)c2cccc3c(-c4cccc(C(N)=O)c4)coc23)c1
    -6%	-19	-13%	-5%	0.2	?	-22%	-13%	3%
CC(C)(C)OC(=O)N[C@@H](Cc1ccccc1)C(=O)N1CCC(C(=O)N[C@@H](Cc2c[nH]c3ccccc23)C(=O)O)CC1
    6%	-2	-3%	4%	0.1	3%	-7%	-1%	-4%
CC(=O)NC(c1cccc(F)c1)c1nc(-c2csc3ccccc23)cs1 (stereo not drawn)
    4%	13	-8%	-5%	-0.5	6%	-11%	-8%	0%
Cc1ccc(S(=O)(=O)N(C)C)cc1-n1c(SCC(=O)Nc2ccccc2)nc2ccccc2c1=O
    2%	5	17%	-13%	-0.4	.	-3%	-8%	2%
